Screening data as filed in PubChem BioAssay.
Bim-Bfl-1 = inhibitors of Bim-Bfl-1 interaction, human. 0.12% of 190,000 active. Bead-based flow cytometry, Bim-Bfl-1 binding inhibition. inhibition, % at 10 µM;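 also: 0% = wells without compound plus tracer and 100% = blocker peptide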
ABCB1 inh = inhibitors of human ABCB1 transporter, ABCG2 counter-screen; P08183; inhibition, % at 6.6 µM; CCRF-Adr cells, JC-1 efflux, flow cytometry; 0.067% of 190,000 active; in the data active = inhibition above about 40%;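 also: 0% = vehicle and 100% = reference inhibitor; higher value means more JC-1 retained so stronger ABCB1 efflux block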
Mcl-1 Bim block = human Bim-Mcl-1 interaction inhibition; Q07820; Bead-based flow cytometry, Bim peptide-Mcl-1 binding; inhibition, % at 10 µM; 0.1% of 190,000 active;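 also: 0% = no compound tracer wells and 100% = peptide blocker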
Bim-Bcl-2 = human Bim-Bcl-2 interaction inhibition; inhibition, % at 10 µM; P10415; Bead-based flow cytometry, Bim peptide-Bcl-2 binding; AID 950; 0.06% of 190,000 active; in the data active = inhibition above about 40%; inconclusive = no clear call, values can overlap the other calls;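 also: 0% = no compound wells with probe peptide and 100% = reference peptide inhibitor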
Bcl-W Bim block = inhibitors of Bim-Bcl-W interaction, human. 0.02% of 190,000 active. Q92843. bead-based flow cytometry, Bim peptide-Bcl-W binding. AID 952. inhibition, % at 10 µM;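 also: 0% = bound tracer without compound and 100% = peptide blocker; higher means less fluorescent Bim peptide bound to Bcl-W beads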
Target sequence (Q92843 whole entry, looked up): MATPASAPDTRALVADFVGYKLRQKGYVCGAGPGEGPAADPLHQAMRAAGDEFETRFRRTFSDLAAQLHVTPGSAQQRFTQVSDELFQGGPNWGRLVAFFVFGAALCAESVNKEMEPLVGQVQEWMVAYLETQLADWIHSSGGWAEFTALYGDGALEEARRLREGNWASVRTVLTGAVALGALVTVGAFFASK
Bcl-B Bim block = disrupts Bim peptide binding to human Bcl-B; Q9HD36; bead-based flow cytometry; inhibition, % at 10 µM; 0.073% of 190,000 active;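 also: 0% = tracer peptide without compound and 100% = reference inhibitor peptide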
Target sequence (Q9HD36 whole entry, looked up): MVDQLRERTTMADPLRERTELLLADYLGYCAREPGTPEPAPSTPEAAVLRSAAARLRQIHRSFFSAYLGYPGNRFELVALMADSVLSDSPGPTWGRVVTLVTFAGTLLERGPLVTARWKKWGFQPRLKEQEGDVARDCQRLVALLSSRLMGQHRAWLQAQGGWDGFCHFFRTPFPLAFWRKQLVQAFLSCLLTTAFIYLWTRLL
RGS4-Gao reg = modulates binding of RGS4 to human Galphao. Multiplexed bead flow cytometry; actives lie on both sides. binding response (% of control), % at 10 µM. 0.33% of 220,000 active; in the data active = binding response below about 49% or above about 150%; inactive = in between;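 also: fluorescent Galphao activated with aluminum fluoride binding bead-coupled RGS4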
Target sequence (P09471 whole entry, looked up): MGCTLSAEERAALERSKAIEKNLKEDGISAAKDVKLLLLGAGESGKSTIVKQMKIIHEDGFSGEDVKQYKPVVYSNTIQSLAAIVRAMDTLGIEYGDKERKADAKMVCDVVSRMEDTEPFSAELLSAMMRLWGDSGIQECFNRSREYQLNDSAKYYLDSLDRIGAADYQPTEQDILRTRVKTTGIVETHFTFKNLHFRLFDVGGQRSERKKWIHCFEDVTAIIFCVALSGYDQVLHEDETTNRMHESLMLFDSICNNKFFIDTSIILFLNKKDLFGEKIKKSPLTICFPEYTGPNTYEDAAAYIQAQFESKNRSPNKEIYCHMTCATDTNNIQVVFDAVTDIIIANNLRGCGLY
RGS7-Gao reg = modulates binding of RGS7 to human Galphao. 0.35% of 220,000 active. binding response (% of control), % at 10 µM. Multiplexed bead flow cytometry; actives lie on both sides; in the data active = binding response below about 49% or above about 150%; inconclusive = no clear call, values can overlap the other calls; inactive = in between;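 also: fluorescent Galphao held in activated GDP-AlF4 state binding bead-coupled RGS7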
Bim-Bcl-XL = human Bim-Bcl-XL interaction inhibition; Q07817; Bim peptide-Bcl-XL binding, bead flow cytometry, fluorescence; inhibition, % at 10 µM; 0.04% of 190,000 active; AID 1007
ABCG2 inh = inhibitors of human ABCG2 transporter, ABCB1 counter-screen; IgMXP3 cells, JC-1 efflux, flow cytometry; inhibition, % at 6.6 µM; 0.1% of 190,000 active; AID 1325;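 active = inhibition above 80%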;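 also: 0% = DMSO and 100% = nicardipine control wells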
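Test system: IgMXP3 (ABCG2) plus far-red-tagged CCRF-Adr (ABCB1) cells / Amount: 3 million cells/mL in well / Reagent: JC-1 transporter substrate / Timing: 10 min compound exposure, 25 °C / Signal: flow cytometry, 530 nm JC-1 signal / Read-out: percent efflux inhibition, scaled nicardipine 100% to DMSO 0% / Benchmarks: nicardipine as high control, DMSO as low control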
RGS8-Gao reg = human RGS8-Galphao interaction regulation; P09471; multiplexed bead flow cytometry, RGS8-Galphao binding; actives lie on both sides; response (percent of control binding), % at 10 µM; 0.34% of 220,000 active; in the data active = response below about 60% or above about 140%; inactive = in between;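 also: Galphao activated as the GDP aluminium fluoride complex binding bead-coupled RGS8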
* = called active by the depositor; ? = inconclusive; . = not tested or not shown. Rule as the data show it, unless noted: active = inhibition above about 40%.

SMILES	Bim-Bfl-1	ABCB1 inh	Mcl-1 Bim block	Bim-Bcl-2	Bcl-W Bim block	Bcl-B Bim block	RGS4-Gao reg	RGS7-Gao reg	Bim-Bcl-XL	ABCG2 inh	RGS8-Gao reg
c1csc(C(c2nnnn2C2CCCC2)N2CCCC3(CCCCC3)C2)c1 (stereo unspecified)	-13	1.6	0	-3	-1	-7	101	98	0	4	98
O=C(CCn1c(=O)c2ccccc2n(Cc2cc(=O)n3ccccc3n2)c1=O)NCc1ccco1	-3	-0.5	-6	-4	-6	-9	101	104	-5	1	97
CN(CC(=O)NC1CC1)S(=O)(=O)c1ccc(F)cc1	-2	0.1	3	2	0	-1	98	101	1	1	99
O=C(c1ccc(S(=O)(=O)c2ccc(Cl)cc2)cc1)N1CCOCC1	0	0.5	0	3	1	-7	102	104	-2	2	106
COC(=O)c1cc(Cl)c(NC(=O)c2ccc(F)cc2)cc1OC	-2	0.7	-3	-1	0	-6	98	104	0	9	103
COc1ccc(-c2cc(-c3ccccc3)nc(-c3ccc4c(c3)NC(=O)CO4)c2)cc1	-1	0.9	0	-1	0	1	98	101	-1	7	100
CCOc1ccc(CCNC(=O)c2cccnc2N2CCCC2)cc1OCC	-17	1.2	0	-4	-2	-8	100	98	-5	13	98
COC(=O)C(C)Sc1nc2c(c(=O)n1-c1ccccc1)SCC2 (stereo unspecified)	-13	1.2	1	-4	0	-4	107	102	-2	14	104
O=C(CCCn1c(=S)[nH]c2ccccc2c1=O)N1CCCCC1	1	-0.6	-1	-1	4	0	97	103	0	0	82
CC1CCCCN1CCNC(=O)CN1C(=O)COc2ccccc21 (stereo unspecified)	-3	0.0	0	-2	1	0	101	97	-1	0	102
O=C(NC1CCCCCC1)c1ccc(=O)n(Cc2ccccc2)n1	-3	-0.4	-1	-4	-1	-1	104	104	0	8	102
CCCC1(C(=O)O)NC(c2cccc(OC)c2O)C2C(=O)N(c3ccccc3)C(=O)C21 (stereo unspecified)	-14	0.2	-1	-8	1	-5	103	103	-3	1	102
O=C(Cc1ccc(Cl)cc1)NCCN1CCCC1	-1	0.5	1	0	0	-1	101	103	-1	1	102
CCOC(=S)SCC(=O)N1CCc2cc(OC)c(OC)cc2C1C1C(=O)CC(C)(C)CC1=O (stereo unspecified)	1	0.7	0	2	-1	-3	106	110	-3	2	108
Cc1ccc2nc(SCc3ccc([N+](=O)[O-])cc3)[nH]c2c1	-5	0.7	-2	0	-4	-2	98	95	-4	4	89
O=C1NCCCC1C(=O)Nc1ccccc1C(F)(F)F (stereo unspecified)	-1	0.1	-3	-2	-3	-7	99	98	-1	0	102
Nc1c(C(=O)c2ccccc2)sc2snc(SCC(=O)c3ccccc3)c12	-3	0.6	1	3	5	0	103	101	2	0	100
COc1cccc(CCc2nnc(CCC(=O)NC(C)c3c(C)nn(C)c3C)o2)c1 (stereo unspecified)	-8	0.1	-1	-1	0	-3	102	107	-2	0	106
O=C(CNCC1CCCO1)Nc1ccccc1-n1cccc1 (stereo unspecified)	-23	0.8	-6	-18	-3	-6	101	99	-9	6	104
C/C(=N\NC(=O)C1(C)CC1(Br)Br)c1ccc(NC(=O)C2CCC2)cc1 (stereo unspecified)	-2	-0.7	-2	-3	-4	-3	103	98	-5	-1	106

Structures from the list above containing an aryl thioether with sulfur outside any ring (three):
SMILES	Bim-Bfl-1	ABCB1 inh	Mcl-1 Bim block	Bim-Bcl-2	Bcl-W Bim block	Bcl-B Bim block	RGS4-Gao reg	RGS7-Gao reg	Bim-Bcl-XL	ABCG2 inh	RGS8-Gao reg
COC(=O)C(C)Sc1nc2c(c(=O)n1-c1ccccc1)SCC2 (stereo unspecified)	-13	1.2	1	-4	0	-4	107	102	-2	14	104
Cc1ccc2nc(SCc3ccc([N+](=O)[O-])cc3)[nH]c2c1	-5	0.7	-2	0	-4	-2	98	95	-4	4	89
Nc1c(C(=O)c2ccccc2)sc2snc(SCC(=O)c3ccccc3)c12	-3	0.6	1	3	5	0	103	101	2	0	100

The results go on.
SMILES	Bim-Bfl-1	ABCB1 inh	Mcl-1 Bim block	Bim-Bcl-2	Bcl-W Bim block	Bcl-B Bim block	RGS4-Gao reg	RGS7-Gao reg	Bim-Bcl-XL	ABCG2 inh	RGS8-Gao reg
O=[N+]([O-])c1ccc(-c2cc(-c3ccc(Cl)cc3)n[nH]2)cc1	-7	0.1	3	-3	2	-5	106	105	0	5	101
Cc1ccc(S(=O)(=O)Nc2nc(C)cc(NCCN)n2)cc1	-14	0.1	-10	-8	0	-4	98	99	15	0	99
COc1ccc(C2c3[nH]c4ccccc4c3CCN2CCCn2cccn2)cc1C (stereo unspecified)	-6	0.3	0	-4	1	-3	105	102	0	0	108
C=CCOC(=O)C1=C[C@H](c2coc3ccccc3c2=O)C[C@H](OCc2ccc(CO)cc2)O1	5	4.3	0	3	-2	4	100	94	-4	7	100
Clc1ccccc1CSC1=NCCCN1	-21	1.5	-3	-9	-1	-9	102	103	-8	15	101
Cc1nc2ccccc2nc1CSc1nnc(N)s1	-1	0.0	-7	-6	0	-5	95	94	-3	1	95
CC1CCCC(C)N1CCCNC(=O)Cn1cc2c(n1)CCCC2 (stereo unspecified)	-7	-2.0	1	-8	0	-3	97	94	-1	-3	84
Fc1ccc(N2Cc3ccsc3C=N2)cc1	0	0.0	0	0	0	1	103	100	-1	4	102
Cc1ccc(N2CCC(N3CCN(C4CCCCC4)C(CCO)C3)CC2)cc1 (stereo unspecified)	-5	0.6	-1	-4	-5	-5	103	103	-5	2	104
CCN1CCN(C(=O)c2ccc3c(=O)n(CCC4=CCCCC4)c(=O)[nH]c3c2)CC1	3	0.7	1	2	2	3	103	102	6	5	102
Cn1c(NC(=O)C[n+]2cc(-c3ccccc3)n3c2CCC3)cc(=O)n(C)c1=O	-12	0.3	-7	-10	-4	-8	105	104	-8	-4	106
NC(=O)c1ccsc1NC(=O)CSc1nnc2ccccn12	-5	0.6	-1	-5	-2	-4	94	?	-2	3	99
O=C(CSc1nnnn1C1CCCCC1)NCc1cccc(C(=O)O)c1	-12	1.2	-2	-8	-1	-11	101	104	0	6	100
Cc1nc2ncnn2c(C)c1CCC(=O)NCCc1ccccc1	-4	0.1	-4	-2	-2	-3	101	97	0	1	100
CCCn1c2ccccc2c2nc3ccccc3nc21	-7	-1.2	-5	-5	4	-17	103	102	1	13	99
Cc1nn(C)c(C(=O)N2CCc3ccccc32)c1Br	-6	0.6	-1	-15	-1	-12	103	105	-7	9	99
Cc1ccc(-n2c(-c3cnccn3)n[nH]c2=S)cc1	-1	0.9	-4	-6	-5	-36	102	?	-10	11	99
Cc1ccccc1Nc1nnc(SCC(=O)c2cc3ccccc3o2)s1	-2	-4.4	-4	-8	-3	-14	101	105	-7	-7	106
CCC(C)OC(=O)C1=C(C)OC23OC(N)=C(C#N)C12C(=O)c1ccccc13 (stereo unspecified)	-3	0.8	-5	-2	-7	-6	115	117	-8	-1	114
CCC1CCCCN1C(=O)COc1ccccc1NC(C)=O (stereo unspecified)	-1	2.6	2	-1	2	0	99	103	1	15	99
O=C(Nc1cccc(Cl)c1)c1cccc(Oc2ccc([N+](=O)[O-])cc2Cl)c1	-17	0.0	-1	-12	-1	-6	100	98	-4	0	100
Cc1oc(-c2ccccc2F)nc1CN1CCC(C(=O)NCc2cccnc2)CC1	-2	0.1	1	0	-5	-2	97	104	-4	1	99
OCCn1c(-c2ccccc2)csc1=Nc1ccccc1	3	4.5	0	2	0	-5	105	109	-3	39	90
COc1ccccc1/C=N/NC(=O)c1ccc(Cn2nc([N+](=O)[O-])cc2C)cc1	0	1.7	15	1	2	3	102	100	-1	27	99
Cn1c(=O)[nH]c(=O)c2c1nc(CN1CCOCC1)n2Cc1ccc(F)cc1	-8	0.4	0	-4	1	-5	103	115	-1	2	101
CCO/N=C/C1=C(O)C(C(=O)OC)C(C)(C)CC1=O (stereo unspecified)	4	-1.1	0	1	0	6	107	105	3	-3	104
COc1cc(CNc2ncn[nH]2)ccc1OCC(=O)NC(C)(C)C	4	0.4	6	3	4	0	105	103	4	3	118
COc1ccccc1CNC(=O)CSc1nc(C)cs1	-5	0.5	0	0	0	-1	101	?	-1	1	99
CC(=O)NC(CCS(C)(=O)=O)C(=O)Nc1nc(C)cs1 (stereo unspecified)	-3	0.2	-1	-11	-1	0	.	.	-4	0	.
COC(=O)c1[nH]c(C)c(/C(O)=C2\C(=O)C(=O)N(CCN(C)C)C2c2ccc(C)o2)c1C (stereo unspecified)	1	-0.2	2	0	0	5	103	103	-2	0	103
O=c1cc(N2CCN(c3ccccc3)CC2)[nH]c(=O)n1-c1ccccc1	-13	-0.1	-4	-10	-6	-7	103	103	-7	0	105
COc1ccccc1-c1cc(C(F)(F)F)nc(S(=O)(=O)CCCC(=O)NC(C)C)n1	2	0.3	2	4	3	1	90	102	0	2	100
O=C(Nc1cccnc1)C1(F)C(F)(F)C(F)(F)C(F)(F)C(F)(F)C1(F)F	-6	1.1	0	-3	1	-7	112	101	2	4	103

3 entries drawn at random from those above, as already listed:
SMILES	Bim-Bfl-1	ABCB1 inh	Mcl-1 Bim block	Bim-Bcl-2	Bcl-W Bim block	Bcl-B Bim block	RGS4-Gao reg	RGS7-Gao reg	Bim-Bcl-XL	ABCG2 inh	RGS8-Gao reg
CC(=O)NC(CCS(C)(=O)=O)C(=O)Nc1nc(C)cs1 (stereo unspecified)	-3	0.2	-1	-11	-1	0	.	.	-4	0	.
COc1ccccc1-c1cc(C(F)(F)F)nc(S(=O)(=O)CCCC(=O)NC(C)C)n1	2	0.3	2	4	3	1	90	102	0	2	100
COC(=O)c1[nH]c(C)c(/C(O)=C2\C(=O)C(=O)N(CCN(C)C)C2c2ccc(C)o2)c1C (stereo unspecified)	1	-0.2	2	0	0	5	103	103	-2	0	103
